LMNA splice mod – LMNA splicing modulation | HeLa LMNA splicing GFP/RFP minigene ratio, 48 h | Potency, µM (doses to about 46.1 µM), without a hit: at the highest dose ratio change, negative = inhibition, most hits filed as inhibitors | actives 0.01% (n = 200,000); active = well fitted inhibition curve with a large enough effect in the signal ratio, with a control signal flat, not every such curve was filed as active; inconclusive = small, poorly fitted or top-dose-only effect, or effect the other way, or a change in a side signal; the % refers to the signal ratio; note: potency is the fitted concentration of half-maximal effect; % is set by controls: 0 for no effect and ±100 for the full control effect
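S3 HeLa cells stably expressing lamin A-EGFP splicing minigene plus DsRed2, 600 cells/well, 48 h compound exposure at 37C. Laser-scanning cytometry; analysed as GFP (500-530 nm)/RFP (575-640 nm) total intensity ratio; 0.5% DMSO vehicle.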
NPSR antagonist – antagonists of human neuropeptide S receptor cAMP signaling; actives 1% (n = 220,000); Potency, µM (series often up to 38.3 µM), inactives show at the highest dose activity change, negative = inhibition, usual class: inhibitors; Q6W5P4; AID 1461; CHO-NPSR cells, cAMP TR-FRET, antagonist mode; note: potency is the fitted concentration of half-maximal effect; % is set by controls: 0 for no effect and ±100 for the full control effect; nearly all actives have a fitted effect of over 50% in size; many of its hits are not listed in these tables
Target sequence (Q6W5P4 whole entry, looked up): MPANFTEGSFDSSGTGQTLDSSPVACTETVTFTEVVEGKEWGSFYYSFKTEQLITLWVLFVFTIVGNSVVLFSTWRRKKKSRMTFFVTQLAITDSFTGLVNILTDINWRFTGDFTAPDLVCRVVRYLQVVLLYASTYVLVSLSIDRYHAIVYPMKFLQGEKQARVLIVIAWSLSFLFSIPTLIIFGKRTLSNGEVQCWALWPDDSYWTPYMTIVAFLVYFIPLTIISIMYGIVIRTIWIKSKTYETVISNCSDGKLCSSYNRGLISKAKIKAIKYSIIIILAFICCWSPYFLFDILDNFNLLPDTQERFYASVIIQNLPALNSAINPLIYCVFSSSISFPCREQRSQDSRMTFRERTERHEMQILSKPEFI
aGal spleen mod – alpha-galactosidase A (human) modulation | P06280 | human spleen homogenate, 4MU-alpha-Gal fluorescence, 40 min | Potency, µM (series often up to 80 µM), inactives show top-dose activity change, negative = inhibition, actives largely listed as inhibitors | actives 0.008% (n = 240,000);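 note: potency is the fitted concentration of half-maximal effect; 0% = enzyme with vehicle and -100% = no enzyme basal signal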
Target sequence (P06280 32-429 limits assumed): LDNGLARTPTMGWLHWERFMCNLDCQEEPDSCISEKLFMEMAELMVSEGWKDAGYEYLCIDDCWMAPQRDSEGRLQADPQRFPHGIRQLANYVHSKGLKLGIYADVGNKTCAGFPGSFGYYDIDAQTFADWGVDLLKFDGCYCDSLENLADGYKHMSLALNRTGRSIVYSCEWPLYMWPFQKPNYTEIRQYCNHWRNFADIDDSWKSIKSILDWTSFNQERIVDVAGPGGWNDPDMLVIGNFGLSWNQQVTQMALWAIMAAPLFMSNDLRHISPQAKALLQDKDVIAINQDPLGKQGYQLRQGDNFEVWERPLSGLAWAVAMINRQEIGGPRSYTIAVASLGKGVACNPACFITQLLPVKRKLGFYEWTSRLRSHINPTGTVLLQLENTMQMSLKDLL
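Human spleen homogenate (1 ug) as enzyme source, 4-methylumbelliferyl-alpha-D-galactopyranoside 1 mM final, citrate/phosphate pH 5.0 with 0.01% Tween-20. Compounds 40 min at 37C, NaOH/glycine stop; fluorescence Ex 365/Em 440, Hill-fit AC50.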
CBFb-RUNX1 inh – CBF-beta/RUNX1 interaction disruption; Q01196+Q13951; AlphaScreen CBFb-His/RUNX1-biotin binding, biochemical; Potency, µM (titrated, usually from 59.8 µM), without a hit: at the top dose activity, negative = inhibition, hits mostly inhibitors; 230,000 tested, under 10 active; AID 1477; note: % of control where 0% means no effect
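CBFb-His/RUNX1-biotin, 30 nM each, preincubated 20 min RT; compound 15 min RT; Ni + streptavidin beads 50 ng each, 90 min RT; AlphaScreen read.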
KinaseGlo FLuc – Kinase-Glo luciferase inhibition (counter-screen); Potency, µM (highest dose often 38.3 µM), without a hit: at the highest dose activity change, negative = inhibition, usual class: inhibitors; AID 1379; actives 0.28% (n = 200,000); Q27757; Kinase-Glo luciferase, ATP luminescence, 8 min; note: potency is the fitted concentration of half-maximal effect; % is set by controls: 0 for no effect and ±100 for the full control effect; nearly all actives have a fitted effect of over 60% in size
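Compound is pinned into ATP-containing buffer (10 uM ATP, imidazole pH 7.2, 7 mM MgCl2). Kinase-Glo luciferase reagent is then added. Light output is recorded following an 8-min room-temperature incubation.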
IMPase Li inh – IMPase inhibition in cells with lithium potentiation. CHO-M1 cells, IP1 TR-FRET (IP-One), carbachol + lithium. Potency, µM (doses to about 59.4 µM), for inactives: at the top dose activity, negative = IMPase inhibition, most hits filed as inhibitors. actives 0.35% (n = 210,000). AID 1457;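 note: IP1 builds up when IMPase is blocked and the TR-FRET signal falls; potency is the fitted concentration of half-maximal effect; plate controls were basal vehicle for no effect and high inhibitor control for full effect; nearly all actives have a fitted effect of over 50% in size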
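Concentration–response in CHO-M1 cells, lithium-potentiated; 30 min at 37C. IP1 detected by competitive TR-FRET after 10 min lysis at RT. Hill-fitted AC50.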
Epigenetic reg – epigenetic control regulation, reporter derepression; murine LDR cells, GFP reporter derepression, 30 h; Potency, µM (top dose mostly 53.9 µM), without a hit: at the top dose GFP activation, most hits filed as activators; actives 0.2% (n = 280,000); AID 1865; note: potency is the fitted concentration of half-maximal effect; % of control where 0% means no effect; nearly all actives have a fitted effect of over 60% in size
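Murine LDR cells carrying a silenced, genomically integrated CMV-driven GFP reporter were exposed to compound for 30 hours at 37 C. After PBS washes, GFP-positive cells (20–120 um objects) were counted by laser-scanning microplate cytometry.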
An asterisk follows results filed as active; ? = inconclusive; . = no result given; [ ] = dose if it differs, or a comment. Unless noted, calls come from the whole dose curve; as a rule, active = well fitted curve in the direction sought with a large enough effect; inconclusive = small, poorly fitted or top-dose-only effect, or another doubt; inactive = no such curve, though single readings can be large; an effect the other way counts as inactive or inconclusive. A portion of the library, so the mix of outcomes need not match the whole.

SMILES	LMNA splice mod	NPSR antagonist	aGal spleen mod	CBFb-RUNX1 inh	KinaseGlo FLuc	IMPase Li inh	Epigenetic reg
CC1CCC2(CC1)N=C(N)Nc1nc3ccccc3n12 (centres undefined)	-1%	-8%[46.1 µM]	5%	1%	-2%	2%[38.3 µM]	0.1%
Cc1ccc(NC(=O)Nc2ccc3c(c2)nc(C)n3C)cc1	-16%[46 µM]	-4%	9%	-3%	0%	5%	0.8%
CC(C)(C)NC(=O)C(=O)NC(=O)c1c(F)cccc1Cl	.	-23%	-3%	?	.	.	4.1%
CCc1cc(=O)oc2c(C)c(OCC(=O)N3CCCc4ccccc43)ccc12	?	?	1%	0%	-6%	48%[activator][38.3 µM]	-1.3%
CC(=O)OCCn1c(=O)c2cc3c(=O)n(CCOC(C)=O)c(=O)c3cc2c1=O	6%	2%[46.1 µM]	2%	3%	4%	11%[38.3 µM]	-4.3%
CC(C(=O)O)N1C(=O)/C(=C/c2cccn2C)SC1=S (centres undefined)	?	-5%	-3%	0%	-1%	-7%	1.0%
Cc1ccc2nc(C)c(C)nc2c1N	-7%	-5%[46.1 µM]	-12%	8%	-1%	11%[38.3 µM]	0.0%
O=C(Nc1ccccc1N1CCCC1)c1cc2ccccc2o1	5%	?	2%	1%	-18%	23%[38.3 µM]	0.0%
CCOC(=O)C1CCCN(C(=O)CCCOc2cc(=O)n(C)c3ccccc23)C1 (centres undefined)	-12%	-2%[46.1 µM]	1%	6%	3%	5%[38.3 µM]	-1.2%
Cc1c(C(=O)OCC2CCCO2)[nH]c2c1C(=O)CC(c1ccc(N(C)C)cc1)C2 (centres undefined)	?	-4%[46.1 µM]	5%	-25%	2%	49%[activator][38.3 µM]	-0.8%
Cc1cccc(C(=O)Nc2cccc(OC(=O)c3cccc(C)c3)c2)c1	-1%	-15%[46.1 µM]	-1%	26%	-1%	15%[38.3 µM]	-3.6%
COc1cccc(C2C(C(N)=O)=C(C)Nc3nc(-c4ccccc4Cl)nn32)c1 (centres undefined)	?	-13%[46.1 µM]	10%	19%	0%	23%[38.3 µM]	-0.8%
Cc1cccc(NC(=O)c2ccc(C(=O)Nc3cccc(C)c3)nc2)c1	?	-3%	7%	13%	-3%	3%	-2.0%
CCOC(=O)c1c(N)sc(C(=O)N2CCOCC2)c1C	-8%	9%[46.1 µM]	-1%	0%	0%	1%	-0.8%
CCS(=O)(=O)N1CCC(C(=O)NC2CCCCC2)CC1	6%	-16%[46.1 µM]	-1%	11%	-3%	12%[38.3 µM]	-0.8%
Cc1ccccc1NC(=O)/C(=C/c1ccccc1)c1ccccc1	19%	?	9%	14%	-7%	16%[38.3 µM]	3.5%
CC1CCCN(CC(O)COCc2ccccc2)C1 (centres undefined)	-24%[46 µM]	19%	9%	8%	-1%	-2%	2.0%
CC(=O)Nc1sc(C)c(C)c1C(=O)OC1CCOC1=O (centres undefined)	7%	-2%[46.1 µM]	1%	8%	0%	23%[38.3 µM]	-2.1%
Nc1nc(CN2CCN(c3ccccc3)CC2)nc(N2CCCc3ccccc32)n1	?	-6%[46.1 µM]	2%	-10%	0%	-12%[38.3 µM]	2.9%
CCC(CC)C(=O)c1c[nH]c(C(=O)NCc2ccccn2)c1	-5%[46 µM]	-4%	0%	1%	-1%	6%	0.9%
CC(C(=O)O/N=C(\N)c1cccnc1)c1ccc([N+](=O)[O-])cc1 (centres undefined)	.	10%	3%	7%	3%	-2%	-4.4%
CCOC(=O)c1c(C)[nH]c(C)c1C(=O)CSc1nc(N)cc(=O)[nH]1	0%	-7%[46.1 µM]	5%	0%	18%	40%[activator][38.3 µM]	0.0%
CCn1c(/C=N/c2nc3ccccc3n2C)nc2ccccc21	?	-30%[46.1 µM]	-6%	-6%	0%	-7%[38.3 µM]	0.8%
Cc1cc(C(F)F)n2nc(C(=O)Nc3sc4c(c3C#N)CCC(C)C4)nc2n1 (centres undefined)	2%	5%[46.1 µM]	3%	-1%	-3%	-8%[38.3 µM]	-1.1%
O=C(NC(=S)Nc1ccc(CN2CCCCC2)cc1)c1cccc(OCc2ccccc2)c1	?	-24%	-8%	-9%	0%	29%	1.2%
O=C(CCCN1C(=O)c2ccccc2C1=O)Nc1c(C(=O)C2CC2)oc2ccccc12	0%	1%[46.1 µM]	-2%	-4%	-2%	-15%[38.3 µM]	-4.8%
CCCN(CCC)C[C@@H]1CCCCN1CCNC(=O)N1c2ccccc2C(=O)Nc2cccnc21	.	.	1%	16%[21.7 µM]	-7%	32%	-1.4%
COc1cc(/C=N/NC(=O)/C(=C\c2ccc3c(c2)OCO3)NC(=O)c2ccccc2)ccc1O	?	-1%	-7%	3%	2%	2%	-1.1%
Cc1ccc(NC(=O)NCCCN2CCCC2=O)cc1	15%	-6%[46.1 µM]	2%	3%	-2%	14%[38.3 µM]	0.7%
CC(C)(C)NC(=O)COC(=O)c1cc(Cl)ccc1[N+](=O)[O-]	-7%[46 µM]	0%	13%	16%	-4%	11%	-1.4%
CC(C)NCCCCOc1ccccc1-c1ccccc1	3%	17%	3%	4%	-2%	6%	1.0%
CC(=O)Nc1ccc(S(=O)(=O)NC2=C(N3CCN(c4ccc(F)cc4)CC3)C(=O)c3ccccc3C2=O)cc1	11µM*	?	6%	?	-18%	54%[activator][38.3 µM]	1.6%
CC(=O)OC[C@@H]1O[C@@H](O/N=C2/C[C@@H](O)[C@@H](O)[C@@H]3[C@@H]4C(=O)N(Cc5ccccc5)C(=O)[C@H]4CC[C@H]23)[C@H](OC(C)=O)[C@H](OC(C)=O)[C@@H]1OC(C)=O	.	.	9%[17.5 µM]	7%[13.1 µM]	.	.	-1.6%[10.1 µM]
CN(C)c1ncc2nc(CCc3ccccc3)c(=O)n(Cc3cccs3)c2n1	-12%	.	14%	.	.	9%	.
CSc1nncc(-c2ccc(F)c(F)c2)n1	-4%	17%[46.1 µM]	5%	-6%	-9%	-7%[38.3 µM]	-2.0%
Cn1nc(C(F)(F)F)c(C(=O)Nc2ccc(F)cc2F)c1Sc1cccc(C(F)(F)F)c1	1%	?	-24%	5%	-7%	15%[38.3 µM]	-0.9%
N#Cc1cccc(NC(=O)CSc2ccc3c4c(cccc24)C(=O)c2ccccc2-3)c1	12%	-18%[46.1 µM]	5%	2%	-1%	?	5µM*
N#CCCn1c(=O)c(-c2ccc(F)cc2)nc2cnc(Oc3cccc(Cl)c3)nc21	.	.	3%	.	0%	8.9µM*	.
COc1ccc(NC(=O)c2nc[nH]c2C(=O)NCC(=O)OC(C)(C)C)cc1	.	0%	8%	14%	.	.	-2.2%
Cc1cc(OCC(=O)NCCCN(C)C)cc(C)c1Br	20%	24%[46.1 µM]	6%	14%	0%	5%[38.3 µM]	-4.9%
C1CCc2c(nc3nnnn3c2N2CCOCC2)C1	3%	-5%[46.1 µM]	-6%	6%	1%	0%[38.3 µM]	-2.0%
CCOc1ccccc1OCC(=O)Nc1nnc(COC)s1	-3%	4%[46.1 µM]	1%	-17%	7%	8%	-1.0%
Cc1cc(C)c2c(C)c(C(=O)NCc3ccc(S(N)(=O)=O)cc3)oc2c1	?	-29%	3%	-15%	4%	7%	-0.8%[10.1 µM]
CC(NCc1ccccc1Cl)C(=O)Nc1ccc(C#N)cc1 (centres undefined)	-30%[46 µM]	-16%	-5%	2%	4%	10%	-0.3%
CCOc1ccc2[nH]c(=O)c(CN(Cc3ccco3)C(CC)c3nnnn3Cc3ccccc3)cc2c1 (centres undefined)	?	-19%[46.1 µM]	1%	3%	3%	-5%[38.3 µM]	-5.7%
O=C(CSc1nnnn1-c1ccccc1)NC(=O)NCc1ccco1	4%	-14%[46.1 µM]	7%	?	-1%	25%[38.3 µM]	-0.8%
CCCCN(CC)S(=O)(=O)c1ccc2c(c1)CCCN2C(C)=O	?	-6%[46.1 µM]	-5%	3%	-4%	26%[38.3 µM]	0.0%
Nc1nc(Br)c2c(F)cccc2c1-c1ccc(F)cc1	?	-7%[46.1 µM]	3%	9%	-5%	3%[38.3 µM]	-2.0%
CCOc1ccc(-c2nnc(-c3cccs3)o2)cc1OCC	4%	-19%[46.1 µM]	-5%	1%	-1%	-11%[38.3 µM]	-2.4%
CCOC(=O)C1=C(CSc2nc3ccccc3s2)NC(=O)NC1c1cccc([N+](=O)[O-])c1 (centres undefined)	12%	-11%[46.1 µM]	-3%	-1%	-1%	8%[38.3 µM]	-1.2%
Further results.
SMILES	LMNA splice mod	NPSR antagonist	aGal spleen mod	CBFb-RUNX1 inh	KinaseGlo FLuc	IMPase Li inh	Epigenetic reg
CCc1ccccc1Nc1nc(N)nc(CSCC(=O)Nc2ccc(C)c(C)c2)n1	-13%	-10%	3%	6%	2%	-1%	0.0%
S=C(NCCc1ccccc1)Nc1cnc2ccccc2c1	.	-22%	-1%	8%	3%	2%	-0.4%
COc1cc(C=O)c([N+](=O)[O-])cc1OC	.	.	-6%	7%	-2%	3%	1.9%
CCCS(=O)(=O)C(=C1Nc2ccccc2N1)S(=O)(=O)CCC	13%	0%[46.1 µM]	-7%	3%	2%	13%[38.3 µM]	0.0%
Cc1ccc2nc3c(cc(C(=O)NCCCn4ccnc4)n3C)c(=O)n2c1	-2%	6%[46.1 µM]	?	-4%	0%	-22%[38.3 µM]	-1.5%
COc1ccc(Cn2c(CCCO)nc3ccccc32)cc1OC	1%	-7%[46.1 µM]	-10%	-2%	1%	-10%[38.3 µM]	-4.5%
Nc1nnc(SCCCC(=O)c2ccc(F)cc2)s1	-11%	15%	-3%	-7%	-1%	-5%	-1.1%
Cc1nn(C)cc1CNC(=O)c1cnn2c(C(F)F)cc(C3CC3)nc12	-7%	-10%[46.1 µM]	11%	0%	3%	21%[38.3 µM]	0.1%
COc1ccc(OC)c(NC(=O)CSc2nnnn2-c2ccc3c(c2)OCO3)c1	?	-20%[46.1 µM]	-5%	11%	1%	24%[38.3 µM]	3.5%

Reformatted: results already given.
Values run as follows: LMNA splice mod	NPSR antagonist	aGal spleen mod	CBFb-RUNX1 inh	KinaseGlo FLuc	IMPase Li inh	Epigenetic reg
CCc1ccccc1Nc1nc(N)nc(CSCC(=O)Nc2ccc(C)c(C)c2)n1
  -13%	-10%	3%	6%	2%	-1%	0.0%
S=C(NCCc1ccccc1)Nc1cnc2ccccc2c1
  .	-22%	-1%	8%	3%	2%	-0.4%
COc1cc(C=O)c([N+](=O)[O-])cc1OC
  .	.	-6%	7%	-2%	3%	1.9%

Bioassay records (PubChem)
